# Bioassay records from PubChem BioAssay.
# CHT PAM – CHT positive allosteric modulators, primary screen, cell-based, membrane potential dye, choline EC20; High affinity choline transporter 1 (Homo sapiens), Q9GZV3; B-score at 10 µM; 310,000 tested, 0.49% active; AID 488977, 2010; CHT-expressing cells; hits give high values; LV-AA mutant CHT in HEK293 cells;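 active = initial fluorescence not abnormally high and integrated response B-score, plate-corrected, over 3 SD above library mean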
# Target sequence (Q9GZV3 whole entry, looked up): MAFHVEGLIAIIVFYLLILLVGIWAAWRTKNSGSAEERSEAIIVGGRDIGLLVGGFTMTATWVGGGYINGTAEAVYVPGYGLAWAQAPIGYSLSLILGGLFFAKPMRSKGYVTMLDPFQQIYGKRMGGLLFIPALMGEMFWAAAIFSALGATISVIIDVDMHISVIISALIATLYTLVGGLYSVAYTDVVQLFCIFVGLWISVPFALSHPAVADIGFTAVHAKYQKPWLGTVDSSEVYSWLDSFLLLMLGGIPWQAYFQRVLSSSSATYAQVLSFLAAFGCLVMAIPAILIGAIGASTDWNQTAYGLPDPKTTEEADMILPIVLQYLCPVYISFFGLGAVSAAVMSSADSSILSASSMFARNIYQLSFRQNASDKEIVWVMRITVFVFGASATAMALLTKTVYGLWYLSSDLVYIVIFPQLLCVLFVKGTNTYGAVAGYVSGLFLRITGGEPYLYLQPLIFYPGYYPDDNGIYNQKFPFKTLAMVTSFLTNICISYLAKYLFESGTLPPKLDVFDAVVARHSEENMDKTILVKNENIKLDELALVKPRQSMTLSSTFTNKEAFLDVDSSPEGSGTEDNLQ
# CHT inh – inhibitors of human choline transporter CHT; B-score at 10 µM; 310,000 tested, 0.86% active; High affinity choline transporter 1 (Homo sapiens), Q9GZV3; AID 488975, 2010; CHT-expressing cells, membrane potential dye, choline response; hits give low values;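 active = B-score over 3 SD under the library average, and starting fluorescence ratio not unusually high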;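 also: choline stimulus applied at its EC90 after an EC20 pre-addition; B-score computed on integrated fluorescence ratio after choline addition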
# * hit, by the source's call; i = inactive.
# Values run as follows: CHT PAM	CHT inh
> COC(=O)[C@@H]1CCCN1Cc1nc(Cc2ccccc2F)no1
    i	i
> CC1Cc2ccccc2N1C(=S)NC1CCCC1 (centres undefined)
    i	i
> O=Cc1cn(CC(=O)Nc2ccccc2)c2ccccc12
    i	i
> COc1ccc(NC(=O)C2(c3ccc(NC(=O)c4ccc(OC)cc4)cc3)CCCC2)cc1
    i	i
> CCN(CC)CCN(CC(=O)Nc1c(C)cc(C)cc1C)C(=O)c1ccccc1
    i	i
> Cc1cc(NC(=O)C(C)SCC(=O)Nc2ccccc2N2CCCC2)no1 (centres undefined)
    i	i
> Cc1cccc(-c2nc(CSCC(=O)N3CCN(c4ccccn4)CC3)c(C)o2)c1
    i	i
> N#Cc1c(NC(=O)CN2CCCCC2)sc2c1CCC2
    i	i
> COc1ccccc1-n1c(Cc2cccs2)n[nH]c1=S
    i	i
> CCOc1cc(/C=N/Nc2cc(C)nc(-n3nc(C)cc3C)n2)ccc1O
    i	i

# The listing continues.
# Values run as follows: CHT PAM	CHT inh
> CN(C)CC(O)COc1ccc(-c2ccc(C#N)cc2)cc1 (centres undefined)
    i	i
> CN(C)Cc1nc2c(c(=O)[nH]1)C1(CCCCC1)Cc1ccccc1-2
    i	i
> O=S(=O)(NCC1CC1)c1ccc(F)c(Cl)c1
    i	i
> CC1(C)CC(=O)c2cc(C(=O)Nn3cnnc3)c(=O)n(-c3ccccc3)c2C1
    i	i
> Cc1cccc(N2CCN(Cc3nc(-c4ccc(F)cc4F)oc3C)CC2)n1
    i	i
> Cc1nn(C)c(C)c1CN(C)C(=O)C1c2ccccc2Oc2ccccc21
    i	i
> COC(=O)c1ccc(-n2c(C)ccc2-c2ccccc2)cc1
    i	i
> COC(=O)c1sc(NC(=O)C2c3ccccc3Oc3ccccc32)c(C(=O)OC)c1C
    i	i
> O=C(c1ccccc1C(=O)N1CCN(c2ccccc2F)CC1)N1CCN(c2ccccc2F)CC1
    i	i
> CCCOc1ccc(/C=C/C(=O)O)cc1OC
    i	i

# (cont.)
# Values run as follows: CHT PAM	CHT inh
> COc1ccc(OCC(=O)NS(=O)(=O)c2ccccc2)cc1
    i	i
> CCOc1ccc(C(=O)CN2CCN(S(=O)(=O)c3ccc(Cl)cc3)CC2)cc1
    i	i
> CN(C)C(=O)CCCc1nc(-c2ccc(Cl)cc2)no1
    i	i
> Cc1cccc(C)c1NC(=O)COC(=O)c1ccc(N2CCCC2)c([N+](=O)[O-])c1
    i	i
> CSc1nc(C)nc(C2CC2)c1C#N
    i	i
> C=CCn1c(CNC(=O)c2ccco2)nnc1SCC(=O)c1ccc(OC)cc1
    i	i
> Cc1ccc(C)c(N2CCN(C(=O)Cn3c(=O)oc4cc(S(=O)(=O)N5CCCC5)ccc43)CC2)c1
    i	i
> Cc1ccc(SCC(=O)NCc2ccccc2C)cc1
    i	i
> OCCN1CCN(CCOc2cccc(Cl)c2)CC1
    i	i
> COc1ccc(Oc2nc(SC)nc3ccsc23)cc1
    i	i

# (cont.)
# Values run as follows: CHT PAM	CHT inh
> CC(=O)c1cc2c(cc1N(C(=O)Cn1nnc3ccccc31)C(C(=O)NCCC(C)C)c1cccnc1)OCO2 (centres undefined)
    i	i
> O=C1c2ccccc2-c2onc3ccc(Oc4ccccc4)c1c23
    i	i
> O=C(NCc1ccc(F)cc1)c1ccc(N2CCOCC2)c([N+](=O)[O-])c1
    i	i
> O=C(Cn1c(S(=O)(=O)Cc2ccccc2)nc2ccccc21)N1CCCCC1
    i	i
> CCc1c(C)[nH]c(=S)c(C#N)c1C
    i	i
> COc1ccc(NC(=O)CN(c2ccc(OC)cc2)S(=O)(=O)c2ccc(OC)c(OC)c2)cc1
    i	i
> O=C(COC(=O)C1CCC1)NCc1ccc(Cl)cc1Cl
    i	i
> CCOC(=O)C1CCCN(c2cc(C)nc3cc(-c4ccc(Cl)cc4)nn23)C1 (centres undefined)
    i	i
> CCN(CC)c1ccc(S(=O)(=O)N2CCOCC2)cc1NC(=O)COC(=O)/C=C/c1ccc(C)o1
    i	i
> Cc1ccc(C(=O)NN=C2CCCC2)cc1C
    i	i

# Compound profiles, as listed above. Order of values: CHT PAM | CHT inh
# Entry for `COc1ccc(NC(=O)CN(c2ccc(OC)cc2)S(=O)(=O)c2ccc(OC)c(OC)c2)cc1` → i | i
# Entry for `Cc1ccc(C(=O)NN=C2CCCC2)cc1C` → i | i

# Going on with the list:
# Values run as follows: CHT PAM	CHT inh
> Cc1ccc(NC(=O)c2sc3nc(N)c(C#N)cc3c2N)cc1
    i	i
> Cc1cc(C)cc(NC(=S)NC(=O)CCN2C(=O)c3ccccc3C2=O)c1
    i	i
> Cn1[nH]c(=O)c(Cl)c(Cl)c1=O
    i	i
> O=C(O)CN(Cc1ccccc1)S(=O)(=O)c1ccc2c(c1)OCCO2
    i	i
> COC(=O)c1ccccc1NC(=O)C1CC(c2ccc(F)cc2)=NO1 (centres undefined)
    i	i
> CON=C1CCN(c2ncc(C(F)(F)F)cc2Cl)CC1
    i	i
> COc1cccc(NC(=O)CN(C)C(=O)CNC(=O)c2ccc3ccccc3c2)c1
    i	i
> COc1ccc(C(=O)N/N=C(\Cc2ncc[nH]2)c2ccccc2)cc1
    i	i
> O=C1CCC(C(=O)N2CCCCCCC2)CN1Cc1cccc(C(F)(F)F)c1 (centres undefined)
    i	i
> COc1ccc(N(CC(=O)NCCSCc2c(F)cccc2Cl)S(C)(=O)=O)cc1OC
    i	i

# New compounds follow
# Values run as follows: CHT PAM	CHT inh
> Cc1cccc(C)c1NC(=O)CN1C(=O)COc2ccccc21
    i	i
> CCc1ccc(C(=O)CN2C(=O)NC(C)(CCc3ccccc3)C2=O)cc1 (centres undefined)
    i	i
> COc1ccc(NC(=O)CCN2CCN(S(=O)(=O)c3ccc(OC)cc3)CC2)cc1
    i	i
> CC(C)(C)c1ccc(CSc2nnc(-c3ccccc3NC(=O)c3ccccc3)o2)cc1
    i	i
> COCCOc1ccc(C(F)(F)F)cc1N
    i	i
> N/C(=N\OC(=O)c1ccc(Br)o1)c1cccnc1
    i	i
> Cc1cc(C)cc(Nc2nc3ccc(C)cc3n3cnnc23)c1
    i	i
> Cc1ccc(NC(=O)CN(C)S(=O)(=O)c2cccc3cccnc23)cc1C
    i	i
> OCCN1CCN(c2ncnc3nc[nH]c23)CC1
    i	i
> O=C(Nc1ncccn1)C1c2ccccc2Oc2ccccc21
    i	i

# Continuation:
# Values run as follows: CHT PAM	CHT inh
> Cc1noc(C)c1S(=O)(=O)N1CCC(C(=O)NCCN2CCC(C)CC2)CC1
    i	i
> CCOC(=O)C1CCN(S(=O)(=O)c2cccc(-c3cn4cccnc4n3)c2)CC1
    i	i
> O=[N+]([O-])c1ccc2nc(CN3CCCCC3)[nH]c2c1
    i	i
> COc1ccc(NS(=O)(=O)c2ccc(/C=C/C(=O)O)cc2)cc1S(=O)(=O)N1CCOCC1
    i	i
> Cc1ccc(C(=O)NC(Cc2c[nH]c3ccccc23)C(=O)O)cc1 (centres undefined)
    i	i
> O=[N+]([O-])c1cccc(-c2nnc(-c3ccccc3F)o2)c1
    i	i
> CC(=O)N1CCN(Cc2nc(-c3cccc(Cl)c3)no2)CC1
    i	i
> Cn1c(CN2CCCC2)nc2cc(NS(=O)(=O)c3ccc(Cl)cc3)ccc21
    i	i
> O=C(NC1CCCC1)C1=COCCO1
    i	i
> Cn1c(=O)[nH]c(=O)c2c1nc(N1CCCCC1)n2CCCSc1nc2ccccc2s1
    i	i

# New compounds follow.
# Values run as follows: CHT PAM	CHT inh
> C(=NC12CN3CN(CN(C3)C1)C2)c1ccc2c(c1)OCO2
    i	i
> O=C(Oc1ccc(C(=S)N2CCCCC2)cc1)c1ccccc1
    i	i
> Cc1sc(NC(=O)C2=COCCO2)nc1-c1ccc(Cl)cc1
    i	i
> COc1ccc(Cl)cc1NC(=O)CC(C)c1ccccc1 (centres undefined)
    i	i
> COc1cc(C(=O)NNC(=O)c2ccc(S(=O)(=O)N3CCCCC3)cc2)cc(OC)c1OC
    i	i
> O=C(O)c1ccc(/C=C2\SC(=S)N(Nc3ccccc3)C2=O)cc1
    i	i
> CCOC(=O)c1cc2c(=O)n3ccccc3nc2n(C)c1=NC(=O)c1c(-c2c(F)cccc2Cl)noc1C
    i	i
> CCc1ccc(-c2ccc3nnc(SCC(=O)NCC4CCCO4)n3n2)cc1 (centres undefined)
    i	i
> O=C(CSc1nnc(-c2ccc(O)cc2)n1Cc1ccco1)N1CCc2ccccc2C1
    i	-5.85*
> Cc1cccc(NC(=O)CSc2nnc(NC(=O)CN3CCOCC3)s2)c1
    i	i

# (list continues)
# Values run as follows: CHT PAM	CHT inh
> O=C(/C=C/c1ccccc1[N+](=O)[O-])Nc1ccccc1
    i	i
> COc1ccc(Cl)cc1S(=O)(=O)N1CCN=C1c1ccccc1
    i	i
> CN(C)C(=O)c1ccc(Nc2nc(-c3cccs3)nc3ccccc23)cc1
    i	i
> COc1ccc(CC2(CO)CCN(Cc3ccc(NC(C)=O)cc3)CC2)cc1
    i	i
> Cc1cccc([C@@H]2[C@@H]3C(=O)N(Cc4ccccc4)C(=O)[C@@H]3[C@]3(Cc4ccccc4)C(=O)N(c4cccc(Cl)c4)C(=O)N23)c1
    i	i
> CCOC(=O)Cn1c(=O)c2c(nc(Br)n2Cc2ccccc2Cl)n(C)c1=O
    i	i
> O=C(CCNC(=O)C1CCN(S(=O)(=O)c2ccc(F)cc2)CC1)NCCc1ccc(Cl)cc1
    i	i
> COc1ccc(CSc2nc(C)cc(=O)[nH]2)cc1
    i	i
> CC(Oc1ccccc1)C(=O)Nc1ccccc1F (centres undefined)
    i	i
> O=C(O)CCc1ccc(-c2ccc(F)cc2)n1NC(=O)c1ccco1
    i	i

# Next records
# Values run as follows: CHT PAM	CHT inh
> O=C(NCCCNC(=O)c1ccco1)c1ccc(Cl)c(Cl)c1
    i	i
> CNS(=O)(=O)c1cccc(C(=O)OCC(=O)Nc2ccccc2F)c1
    i	i
> COc1ccc(C(CNC(=O)C(C)c2ccc3cc(OC)ccc3c2)N(C)C)cc1 (centres undefined)
    i	i
> COc1ccc(C2(C(=O)Nc3c(C)n(C)n(-c4ccccc4)c3=O)CCCC2)cc1OC
    i	i
> O=C(Nc1ccccc1)c1ccc(S(=O)(=O)N(CCO)CCO)cc1
    i	i
> CCSc1nc(O)cc(=O)n1CC
    i	i
> O=C(O)CCC(=O)Nc1ccc(-c2nc3ccc(C(=O)c4ccccc4)cc3[nH]2)cc1
    i	i
> Cc1cccc(NC(=O)c2ccccc2NC(=O)CCC(=O)O)c1
    i	i
> CCOc1ccc(CCNC(=O)COC(=O)Cc2ccc(F)cc2)cc1OCC
    i	i
> O=C(N/N=C/C(Br)=C\c1ccccc1)c1n[nH]c2c1CCC2
    i	i

# Remaining list, next part:
# Values run as follows: CHT PAM	CHT inh
> CCOC(=O)N1CCN(C(=O)c2cnn3c(C(F)(F)F)cc(-c4cccs4)nc23)CC1
    i	i
> Cc1cccc(C(=O)N2CCCC(Nc3ccc(C(C)C)cc3)C2)n1 (centres undefined)
    i	i
> COc1ccc(CCNC(=O)CSCc2n[nH]c(=O)[nH]2)cc1OC
    i	i
> CC1CN(C(=O)CCC(=O)NCc2ccccc2)c2ccccc2O1 (centres undefined)
    i	i
> COc1nn(CC(=O)N2N=C(C)CC2(O)C(F)(F)F)cc1[N+](=O)[O-] (centres undefined)
    i	i
> COc1ccc(-c2nnc(NC(=O)c3ccc4c(c3)OCCO4)o2)cc1
    i	i
> Cn1cccc1CC(=O)N/N=C/c1cc([N+](=O)[O-])ccc1Cl
    i	i
> C[C@H]1CN=C(N(C)C)N1CCCC1CCCC1
    i	i
> Cc1nonc1NC(=O)CSc1nc(CCC2CCCC2)nc2ccccc12
    i	i
> CCOC(=O)N1CCN(C(=O)/C=C/c2ccc3c(c2)OCO3)CC1
    i	i

# Following part
# Values run as follows: CHT PAM	CHT inh
> C=CCOc1ccc(/C=N/NC(C)=O)cc1OCC
    i	i
> Cc1nc2c(-c3ccc(F)cc3)c(C)nn2c(C)c1CCC(=O)Nc1ccccc1F
    i	i
> Cc1ccc(/C=C2/Sc3ccc(C(=O)NCCN4CCOCC4)cc3NC2=O)cc1
    i	i
> COCCN(C(=O)CSc1nnc(-c2cccc(OC)c2)n1C)c1c(N)n(Cc2ccccc2)c(=O)[nH]c1=O
    i	i
> Nc1nonc1-n1nnc(C(=O)N/N=C/c2cccc(Cl)c2)c1CN1CCCC1
    i	i
> COc1ccc(C2=NS(=O)(=O)N(C)C(C(=O)Nc3ccc(C(C)=O)cc3)=C2)cc1OC
    i	i
> COc1ccccc1C(=O)n1nc(-c2ccccc2)nc1NCc1ccco1
    i	i
> COc1nc(-c2ccccc2)cc(-c2ccccc2)n1
    i	i
> COc1cc(C(=O)NC(C)c2cccc3ccccc23)cc(OC)c1OC (centres undefined)
    i	i
> COc1ccc(-n2ncc3c2CC(C)(C)CC3NC(=O)c2oc(C)cc2C)cc1 (centres undefined)
    i	i

# Other structures
# Values run as follows: CHT PAM	CHT inh
> COc1ccc(C(=O)NC(=S)Nc2ccccc2[N+](=O)[O-])cc1OC
    i	i
> Cc1ccc(C)c(N2CCN(S(=O)(=O)c3ccc4c(c3)OCCO4)CC2)c1
    i	i
> CCCCCc1ccc(C(=O)CCCC)c(=S)[nH]1
    i	i
> COC(=O)c1ccc(OC(=O)c2cccnc2)cc1
    i	i
> COc1cc(OC)c(OC)cc1/C=N/NC(=O)c1ccc(CSc2nc(C)cc(C)n2)cc1
    i	i
> NC1=NC2(CCCCCC2)n2c(nc3ccccc32)N1
    i	-5.48*
> CC(C)CC(COCc1ccc([N+](=O)[O-])cc1)N1CCN(C(=O)c2ccc(C(F)(F)F)cc2)CCC1=O (centres undefined)
    i	i
> N#Cc1c(F)cccc1NCCCn1ccnc1
    i	i
> Cc1ccc(-c2csc(NC(=S)NC(=O)c3cc4ccccc4o3)n2)cc1
    i	i
> CCCCn1c(N)c(N(CC)C(=O)CSCc2ccc(C)cc2)c(=O)[nH]c1=O
    i	i
> CC1CC(C)CN(c2ncnc3c2cnn3-c2ccc(Cl)cc2)C1 (centres undefined)
    i	i

# Rows were taken by chance. About 1.5% of those tested had a hit in this group.
